Bioassay records: PubChem BioAssay, Sanford-Burnham Center for Chemical Genomics
CCR6 antagonist: CCR6 receptor antagonists, primary screen, cell-based, CHO-K1, luminescence, beta-arrestin, uHTS. inhibition, % at 20 µM. CHO-K1 CCR6 PathHunter beta-arrestin, CCL20-stimulated. hit rate 0.49% among 340,000. AID 493098, 2011;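 active means compounds whose inhibition of the agonist-driven luminescence signal at 20 µM reaches about 50%, limit read from the data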;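 further: cells stimulated with CCL20 at 14 nM final; plate controls were DMSO with CCL20 for no effect and DMSO without agonist for full effect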
Target sequence (P51684 whole entry, looked up): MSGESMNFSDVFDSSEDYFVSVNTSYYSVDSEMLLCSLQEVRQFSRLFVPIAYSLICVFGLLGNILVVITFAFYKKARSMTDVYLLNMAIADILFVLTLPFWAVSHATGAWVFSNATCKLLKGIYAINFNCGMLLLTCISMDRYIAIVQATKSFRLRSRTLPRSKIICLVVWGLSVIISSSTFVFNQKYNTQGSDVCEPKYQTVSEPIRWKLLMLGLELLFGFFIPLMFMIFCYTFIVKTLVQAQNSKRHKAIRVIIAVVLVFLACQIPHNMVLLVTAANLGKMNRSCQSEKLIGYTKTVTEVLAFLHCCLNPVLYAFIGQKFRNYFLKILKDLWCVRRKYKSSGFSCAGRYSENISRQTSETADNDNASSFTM
EBI2 antag: EBI2 receptor antagonists, beta-arrestin recruitment, primary screen, cell-based, luminescence, 7a,25-OHC stimulation, uHTS; G-protein coupled receptor 183 (Homo sapiens), P32249; 7a,25-OHC stimulated; inhibition, % at 5 µM; hit rate 0.81% among 360,000; AID 651636, 2012; in the data active means inhibition above about 38%;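 further: enzyme fragment complementation signal reports receptor beta-arrestin coupling in cells; 0% = agonist plus DMSO wells and 100% = wells without agonist; some results beyond the cut were filed as inactive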
Target sequence (P32249 whole entry, looked up, the tested form may be a part): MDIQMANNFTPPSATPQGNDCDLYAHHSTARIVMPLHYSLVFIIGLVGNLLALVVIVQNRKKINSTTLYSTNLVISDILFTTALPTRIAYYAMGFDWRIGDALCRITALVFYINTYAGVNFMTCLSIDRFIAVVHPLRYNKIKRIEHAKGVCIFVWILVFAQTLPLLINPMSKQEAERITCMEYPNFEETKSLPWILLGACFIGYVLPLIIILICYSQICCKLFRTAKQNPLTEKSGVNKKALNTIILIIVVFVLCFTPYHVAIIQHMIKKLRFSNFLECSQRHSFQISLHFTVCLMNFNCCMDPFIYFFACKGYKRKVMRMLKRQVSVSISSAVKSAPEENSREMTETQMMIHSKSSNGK
tim23-1 inh: growth inhibitors of tim23-1 mutant yeast, primary screen, luminescence, uHTS; hit rate 1.3% among 330,000; AID 463212, 2010; S. cerevisiae tim23-1 growth, BacTiter-Glo luminescence, 24 h; inhibition, % at 20 µM;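 active means growth inhibition of the mutant yeast at or above 50%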;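 further: temperature-sensitive mutant grown at 25 °C; plate controls were DMSO-treated mutant yeast for no effect and medium wells lacking yeast for full effect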
CXCR6 inh: CXCR6 receptor inhibitors, primary screen, cell-based, beta-arrestin, luminescence, CHO-K1 PathHunter, 1536-well. C-X-C chemokine receptor type 6 (Homo sapiens), O00574. inhibition, % at 20 µM. hit rate 0.36% among 360,000. AID 602244, 2012; in the data active means inhibition above about 34%, passing the limit was not always enough;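 further: antagonist mode with CXCL16 agonist at 10 nM final; 0% = 10 nM CXCL16 with DMSO and 100% = unstimulated wells without agonist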
Target sequence (O00574 whole entry, looked up): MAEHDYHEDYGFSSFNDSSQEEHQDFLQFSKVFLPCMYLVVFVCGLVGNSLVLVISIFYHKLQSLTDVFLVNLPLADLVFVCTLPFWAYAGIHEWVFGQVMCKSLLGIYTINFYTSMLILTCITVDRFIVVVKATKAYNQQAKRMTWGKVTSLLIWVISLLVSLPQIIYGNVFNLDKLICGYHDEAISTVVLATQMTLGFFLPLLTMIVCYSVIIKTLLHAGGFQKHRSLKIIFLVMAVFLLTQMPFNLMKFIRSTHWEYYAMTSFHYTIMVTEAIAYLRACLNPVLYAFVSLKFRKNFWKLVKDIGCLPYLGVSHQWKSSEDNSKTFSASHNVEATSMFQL
APJ antagonist: antagonists of human apelin receptor APJ, primary screen, CHO-K1 cells, beta-arrestin complementation, luminescence | AID 2521, 2010 | inhibition, % at 20 µM | hit rate 0.32% among 330,000 | P35414;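 active means inhibition above about 40% at 20 µM, limit read from the data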;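 further: cells challenged with 10 nM apelin-13 agonist together with compound; plate controls were apelin-13 plus DMSO wells for no effect and DMSO wells lacking apelin-13 for full effect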
CHOP UPR activ: activators of apoptotic CHOP UPR arm, primary screen, cell-based, CHO-CHOP luciferase reporter, luminescence, uHTS | hit rate 0.34% among 330,000 | UPR activation; percent of tunicamycin response over DMSO baseline | activation, % at 10 µM | AID 449763, 2010;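 active means at 10 µM dose, activation of 40% or more, normalized to positive control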;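 further: 100% = tunicamycin at 10 µg/mL and 0% = DMSO alone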
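System: CHO-CHOP luciferase reporter cell line; amount: 500 cells/well; buffer or medium: F12 medium containing 10% fetal bovine serum; incubation: 6 h compound exposure at 37 °C after overnight seeding; measured by: luciferase luminescence after 10 min with Steady-Glo reagent; evaluation: % reporter activation, DMSO baseline versus tunicamycin full activation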
XBP1 UPR activ: activators of adaptive XBP1 UPR arm, primary screen, cell-based, CHO-XBP1 luciferase reporter, luminescence, uHTS. IRE1-XBP1 UPR activation; percent of tunicamycin response, DMSO as zero. activation, % at 20 µM. hit rate 0.33% among 330,000;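 active means versus positive control, 20 µM dose yields 30% or more activation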;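 further: 100% = tunicamycin at 10 µg/mL and 0% = DMSO only wells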
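Material: CHO cell line with stable XBP1 luciferase reporter; buffer or medium: F12 medium containing 10% fetal bovine serum; compound: single point, 20 µM final compound, 1% DMSO; incubation: 6 h treatment, 37 °C; measured by: glow luminescence from Steady-Glo reagent; evaluation: activation, % of tunicamycin; control set: tunicamycin high, DMSO low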
Mdm2-MdmX inh: inhibitors of human Mdm2-MdmX association, primary screen, cell-based, luminescence, split luciferase, SaOS-2, uHTS | Protein Mdm4 (Homo sapiens) + E3 ubiquitin-protein ligase Mdm2 (Homo sapiens), … | SaOS-2 split-luciferase Mdm2/MdmX complementation | hit rate 3% among 330,000 | inhibition, % at 8 µM;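 active means inhibition of at least 50% at 8 µM in the primary screen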
APJ agonist: agonists of human apelin receptor APJ, primary screen, CHO-K1 cells, PathHunter beta-arrestin, luminescence. P35414. 0% DMSO wells, 100% apelin. activation, % at 20 µM. hit rate 0.11% among 330,000;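 active means activation more than six SD over the plate average, tested at 20 µM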;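 further: 0% = DMSO alone and 100% = apelin-13 at 10 nM; some results filed as inactive read as strong as hits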
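Assay system: CHO-K1 cells stably expressing ProLink-tagged human APJ and arrestin–beta-gal acceptor. Compound dosing: 20 µM single point, 1% DMSO. Times: 16-18 h seeding, 90 min dark compound exposure, 60 min detection. Detection: beta-gal luminescence. Evaluation: APJ–arrestin association signal. Controls: negative DMSO alone, positive Apelin-13 at 10 nM.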
The depositor's hits bear a star.

SMILES | CCR6 antagonist | EBI2 antag | tim23-1 inh | CXCR6 inh | APJ antagonist | CHOP UPR activ | XBP1 UPR activ | Mdm2-MdmX inh | APJ agonist
CC(=O)NC(Cc1cc(C)ccc1C)C(=O)N1CCN(C(=O)Nc2ccc(C(C)=O)cc2)CC1 (configuration not stated) | -3.5 | -9.2 | -9.1 | 4.1 | -13.1 | -1.8 | -0.9 | 20.7 | -6.4
CCCS(=O)(=O)c1cscc1NC(=O)c1c(-c2c(F)cccc2Cl)noc1C | 14.3 | -3.8 | 27.4 | -0.7 | 13.5 | -1.9 | 2.2 | 12.0 | 2.0
CCC(C)(C)n1nnnc1C(c1ccc(C)cc1)N1CCSCC1 (configuration not stated) | -10.2 | 2.2 | 24.0 | 12.8 | -7.4 | -0.5 | -0.9 | 12.8 | -5.5
O=C(N/N=C/c1c[nH]c2ccccc12)c1ccncc1 | -4.0 | 0.5 | 6.4 | -3.6 | -1.2 | 0.8 | 1.7 | 28.0 | -0.1
CCc1nn(CC(=O)NCCCN2CCN(C)CC2)c(=O)c2cc3occc3n12 | 7.7 | -12.0 | -13.5 | 3.3 | 3.4 | 2.1 | -6.7 | 12.1 | -2.5
COc1cccc(/C=N/NC(=O)c2c(C)nc3ccc(Cl)cn23)c1OC | 5.6 | 5.5 | 36.2 | -0.9 | 4.9 | 0.8 | -2.0 | -7.3 | 0.9
Cc1ccc(C)c(N=Cc2cc3c(cc2[N+](=O)[O-])OCO3)c1 | 5.6 | -13.7 | 32.7 | -3.2 | -29.5 | 3.3 | 4.0 | 11.2 | 1.4
CC(C)(C)c1ccc(C(=O)N2CCC(C(=O)c3ccccc3)CC2)cc1 | 7.0 | 11.8 | 39.6 | -1.3 | -1.5 | -1.0 | -1.0 | 21.4 | -0.9
CCOC(=O)Cn1nnnc1CN(Cc1cccs1)Cc1cc2cc(C)cc(C)c2[nH]c1=O | -2.6 | -2.6 | 21.0 | -1.0 | 13.2 | -2.2 | 0.8 | 15.1 | -0.8
CCOc1ccc(C(=O)OCC(=O)N2CCOCC2)cc1OCC | 2.5 | -5.3 | 5.7 | -2.6 | 14.8 | 1.8 | -1.8 | -29.4 | -1.6
C#CCNc1ccc(C(=O)OCC)cc1 | -11.2 | 7.6 | 4.1 | -2.8 | -8.6 | 5.2 | -1.5 | 11.9 | -3.8
CCOc1ccc(C(=O)N2CCN(c3ccccn3)CC2)cc1 | 4.6 | 14.9 | 16.9 | -2.8 | 8.2 | -1.1 | -4.5 | -0.4 | -2.5
CCN(C(C)=O)c1nc(CSc2nnc(NC(C)C)s2)cs1 | -20.0 | 2.0 | 21.6 | -3.1 | 8.1 | -1.8 | 1.7 | -19.7 | -2.5
O=C(c1ccco1)N1CCN(C(=O)c2cc3sccc3n2Cc2ccccc2)CC1 | -1.1 | 11.1 | 47.0 | 5.4 | 17.3 | 3.2 | -2.5 | 26.8 | -3.3
CCOC(=O)c1ccc(NC(=O)c2ccc[n+]([O-])c2)cc1 | -2.3 | -1.8 | -0.8 | -2.1 | -7.9 | 0.3 | 1.0 | -16.0 | 1.3

Reprinted from the part before: 2 entries, then new ones.
SMILES | CCR6 antagonist | EBI2 antag | tim23-1 inh | CXCR6 inh | APJ antagonist | CHOP UPR activ | XBP1 UPR activ | Mdm2-MdmX inh | APJ agonist
O=C(c1ccco1)N1CCN(C(=O)c2cc3sccc3n2Cc2ccccc2)CC1 | -1.1 | 11.1 | 47.0 | 5.4 | 17.3 | 3.2 | -2.5 | 26.8 | -3.3
CCOC(=O)c1ccc(NC(=O)c2ccc[n+]([O-])c2)cc1 | -2.3 | -1.8 | -0.8 | -2.1 | -7.9 | 0.3 | 1.0 | -16.0 | 1.3
CCOC(=O)C1CCN(Cc2ccc(C(=O)OC)cc2)CC1 | -16.0 | -4.1 | -1.7 | -6.5 | -10.6 | 0.4 | -1.1 | 12.1 | -4.8
Brc1c(C[n+]2ccccc2)nc2ccccn12 | 4.3 | -0.8 | 5.5 | -4.6 | 5.3 | 1.3 | -2.6 | -24.1 | -4.0
COc1ccc(S(=O)(=O)NCc2cccnc2)cc1C(=O)Nc1ccccc1 | 0.3 | 2.8 | -9.1 | -4.3 | -1.3 | -1.5 | -2.7 | 29.1 | -15.4
C=CCc1cc(Cl)ccc1OCCOCCN(C)C | 4.9 | 4.1 | 6.1 | -1.0 | -22.8 | -1.8 | 0.2 | -5.7 | -6.2
COc1cccc(N(CC(=O)Nc2cccc(C(C)=O)c2)S(C)(=O)=O)c1 | -4.3 | -2.8 | 20.0 | -1.9 | -5.7 | -2.9 | -3.0 | -12.9 | -4.3
CC(C)Cn1c(=O)c(CCC(=O)Nc2ccc(N3CCOCC3)cc2)nc2cc(Cl)ccc21 | 13.2 | 1.3 | 19.1 | 7.0 | 0.7 | 3.0 | 9.0 | 21.8 | 1.7
COc1ccc(NC(=O)C(CC(C)C)NS(=O)(=O)c2ccc3c(c2)CCN3C(C)=O)cc1OC (configuration not stated) | 0.7 | -3.9 | 13.0 | -8.2 | 8.4 | -0.1 | -2.8 | -2.9 | 2.3
O=C(Cn1cccc1C(=O)c1ccccc1)NCc1ccc(Cl)cc1 | 11.8 | -7.0 | -8.3 | 4.7 | 26.3 | 1.9 | 4.6 | 0.4 | -1.9
O=C(NC1CCCC1)C(c1ccncc1)N(C(=O)c1csnn1)c1ccccc1F (configuration not stated) | 8.5 | -9.0 | 11.6 | 5.2 | 6.6 | 1.2 | -3.4 | -13.5 | -1.2
Cc1cc(C)nc(NC(=S)NC(=O)c2ccccc2F)n1 | 17.1 | 3.2 | 18.5 | 3.9 | 7.6 | 1.3 | -0.8 | 10.2 | -3.0
COc1ccc(NC(=O)C(=O)NNC(=O)COc2ccc(OC)cc2)cc1 | 18.4 | -3.3 | 1.3 | 1.2 | -0.5 | 0.4 | -1.5 | 14.4 | 4.8
CC1CCCCC1NC(=O)C1CCC(CNS(=O)(=O)c2cccc3cccnc23)CC1 (configuration not stated) | 23.4 | -4.1 | 0.3 | 5.5 | -10.6 | 0.8 | -3.9 | 15.3 | 2.5
COc1ccc(-c2nnc(NC(=O)C3=COCCO3)o2)cc1 | 3.0 | -14.1 | 9.1 | 4.2 | -7.7 | 1.0 | 0.4 | -19.2 | 0.8
COC(=O)Cc1cc(=O)n2[nH]c(SC)nc2n1 | 4.1 | -1.9 | 13.3 | 0.5 | 2.3 | 1.2 | -1.0 | -31.2 | 4.8
O=C(c1ccc(OC2CCN(Cc3ccc(F)cc3)CC2)cc1)N1CCCC1 | 8.8 | -18.9 | -1.4 | 4.6 | 18.3 | 0.8 | -1.9 | 16.6 | -3.1
Cc1nc2ccccc2c(C)c1C(=O)c1ccccc1 | -9.9 | 8.3 | 16.0 | 5.9 | -4.1 | -2.9 | -1.2 | 26.2 | -2.0
CCOc1ccccc1CN1CCN(Cc2nc3ccccc3s2)CC1CCO (configuration not stated) | 8.4 | 0.7 | 3.0 | -2.5 | -2.6 | -0.2 | -3.8 | 8.2 | -4.2
COC(=O)c1cc2ccsc2n1CC(=O)N(C)c1ccccc1 | 6.9 | 1.4 | 33.4 | 4.5 | 11.9 | -1.2 | -1.2 | 24.0 | -1.4
OCCNCc1cccc(OCc2ccccc2Cl)c1 | 6.8 | -7.0 | -13.1 | -4.4 | 7.6 | -0.9 | -2.0 | 20.6 | -2.1
CC1=NN(C(N)=S)C(=O)C1N=Nc1ccc(F)cc1 (configuration not stated) | 33.3 | 6.5 | -15.8 | 9.9 | 8.5 | 2.8 | 5.3 | -22.5 | -5.4
CCN(c1ccccc1)S(=O)(=O)c1ccc(C(=O)NCC2(N(C)C)CCCCC2)cc1 | 14.4 | -8.8 | 3.7 | 6.5 | 11.0 | 1.6 | -0.6 | 36.0 | -2.3
Cc1cc(NC(=O)COC(=O)/C=C/c2ccc(C)o2)no1 | 7.9 | -14.5 | 6.8 | -1.3 | -3.3 | -2.0 | 0.4 | 8.1 | 1.0
COc1ccc(-c2cnc(SCC(=O)Nc3ccc4c(c3)OCO4)n2Cc2ccco2)cc1 | 12.4 | 14.4 | 23.2 | 3.9 | -7.1 | -0.4 | -1.4 | 4.0 | 2.3
CNc1ccc(Br)cc(C(=O)/C=C/c2ccc(Cl)cc2Cl)c1=O | 25.7 | 18.4 | 39.0 | 10.0 | -18.6 | 5.0 | -3.8 | 9.8 | 0.2
CCN1C(=O)c2cccc3c(S(=O)(=O)NCc4ccccn4)ccc1c23 | -7.7 | 2.2 | -2.5 | -0.8 | 4.7 | -1.2 | -0.9 | 22.4 | -1.5
Cc1nn(CC(=O)Nc2cc(S(=O)(=O)N3CCOCC3)ccc2Cl)c(C)c1[N+](=O)[O-] | 9.3 | -0.4 | -11.8 | 3.6 | 11.1 | 0.1 | -1.4 | -8.9 | -5.0
Cc1cccc(NC(=O)CSc2ccc(-c3ccc4c(c3)OCO4)nn2)c1C | 0.7 | 10.0 | 2.0 | -2.7 | -13.2 | 1.8 | -1.0 | 14.2 | 3.2
CCC(C)NS(=O)(=O)c1ccc(OCC(=O)NCc2ccco2)cc1 (configuration not stated) | -1.2 | -12.6 | 1.0 | -1.9 | 25.7 | 1.2 | -0.1 | 11.7 | -1.7
COc1ccc(C(OC(=O)c2ccco2)C(=O)NC(C)(C)C)cc1 (configuration not stated) | 0.8 | 4.0 | 14.1 | 4.0 | -2.0 | 1.1 | -1.0 | 13.4 | -1.7
CCOC(=O)Cc1nnc(NC(=O)CCc2ccccc2)s1 | -5.1 | 7.9 | 23.7 | 10.7 | 9.2 | 4.7 | 1.4 | -5.8 | -2.8
CCCCCOc1ccc(/C=N/NC(=O)c2nnn(-c3nonc3N)c2CN2CCCCCC2)cc1 | -8.4 | 10.8 | 11.1 | 7.9 | 15.1 | 1.5 | 5.0 | 19.4 | -1.5
CN(C1=NS(=O)(=O)c2ccccc21)c1ccc(OC(=O)c2ccccc2)cc1 | 1.9 | -23.2 | 1.6 | -3.7 | 6.7 | 8.3 | 2.1 | -6.3 | 0.9
Cc1cc(C)cc(OCc2nnc(SCC(=O)N3CCCCC3)o2)c1 | 13.5 | 5.6 | 14.3 | 1.1 | 10.8 | -0.2 | -5.0 | 10.2 | 0.3

This is a subset; count on the stated rates, not on these rows.
